E-sel TNF inh: E-selectin induction blockers in HUVEC – imaging, immunofluorescence, high content, primary screen. HUVEC TNFa-induced E-selectin immunofluorescence. inhibition, % at 2 µM. actives 0.71% (n = 120,000). AID 1246, 2008;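 active = inhibition above the batch mean plus 3 SD, and confirmed as a hit on visual image review, cut at about 43% in these data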;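 also: 0% = TNF-stimulated DMSO wells and 100% = unstimulated control wells; not every result past the cut was called active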
NPY Y2 blocker: NPY-Y2 receptor antagonists, primary screen, cell-based | Neuropeptide Y receptor type 2 (Homo sapiens), P49146 | inhibition, % at 2.7 µM | NPY-Y2 expressing cells, antagonist mode | AID 793, 2007 | actives 0.99% (n = 140,000); in the data active = inhibition above about 17%;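 also: 0% = vehicle with agonist challenge and 100% = reference antagonist with challenge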
Target sequence (P49146 whole entry, looked up): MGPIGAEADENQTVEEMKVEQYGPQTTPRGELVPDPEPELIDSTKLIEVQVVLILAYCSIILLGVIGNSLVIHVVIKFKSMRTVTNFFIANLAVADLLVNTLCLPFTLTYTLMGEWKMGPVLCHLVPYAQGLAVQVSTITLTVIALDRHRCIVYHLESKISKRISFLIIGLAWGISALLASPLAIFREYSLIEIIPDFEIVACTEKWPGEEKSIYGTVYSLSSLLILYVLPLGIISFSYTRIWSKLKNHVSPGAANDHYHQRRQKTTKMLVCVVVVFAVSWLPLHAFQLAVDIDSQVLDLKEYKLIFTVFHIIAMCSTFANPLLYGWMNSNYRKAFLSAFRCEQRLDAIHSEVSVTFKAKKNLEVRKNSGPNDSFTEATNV
Measles CPE: compounds protecting cells from measles virus cytopathic effect, primary screen, measles RdRp inhibitor project, single point, MLSMR library, absorbance. Measles virus-infected cells, CPE protection. protection (pct of control), % at 4 µM. actives 1.5% (n = 140,000). AID 841, 2007; in the data active = protection mostly above about 24%, no sharp cut-off; inactive = mostly below about 26%; also: some compounds called inactive have numbers as strong as hits
GALR2 antag: GALR2 antagonists in receptor-expressing cells, primary screen; Galanin receptor type 2 (Homo sapiens), O43603; antagonist mode; inhibition, % at 4 µM; actives 0.39% (n = 140,000); AID 828, 2007; in the data active = inhibition above about 27%;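 also: cells stimulated with galanin 1-16 at roughly its EC80; 0% = agonist challenge control and 100% = basal control without agonist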
Target sequence (O43603 whole entry, looked up): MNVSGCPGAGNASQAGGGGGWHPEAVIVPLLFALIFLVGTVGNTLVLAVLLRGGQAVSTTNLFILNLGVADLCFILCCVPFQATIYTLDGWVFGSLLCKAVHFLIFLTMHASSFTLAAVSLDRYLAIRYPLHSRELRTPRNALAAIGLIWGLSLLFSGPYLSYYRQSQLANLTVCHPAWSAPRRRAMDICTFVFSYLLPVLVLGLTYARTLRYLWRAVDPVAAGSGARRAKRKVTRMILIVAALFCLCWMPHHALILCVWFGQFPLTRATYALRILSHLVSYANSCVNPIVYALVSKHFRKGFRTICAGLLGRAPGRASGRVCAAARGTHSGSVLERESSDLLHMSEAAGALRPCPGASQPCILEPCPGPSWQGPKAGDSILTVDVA
Yeast life ext: compounds extending yeast replicative lifespan, primary screen, S. cerevisiae, OD615; S. cerevisiae growth with nicotinamide; deaD strain in restrictive glucose medium; inhibition of the nicotinamide effect, % at 10 µM; actives 0.68% (n = 130,000); AID 775, 2007;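 active = inhibition above a set limit, placed 3 SD over the median of all compounds, cut at about 26% in these data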;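 also: 0% = nicotinamide-treated wells and 100% = cells grown without nicotinamide; some compounds called inactive have numbers as strong as hits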
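Material: Modified budding yeast, DeaD strain | Medium: Restrictive glucose medium | Probe or stimulus: 1.5 mM nicotinamide | Dosing: Single dose 10 µM compound, 0.25% DMSO | Times: 48 h at 30 °C | Technique: OD615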
Yeast growth inh: growth inhibitors of yeast BB579 in restrictive medium, primary screen, yeast lifespan-shortening project, S. cerevisiae; OD615, 48 h; inhibition, % at 10 µM; actives 0.51% (n = 140,000);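 active = inhibition above a set limit, 3 SD over the mean compound inhibition, cut at about 44% in these data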; also: inactives centre near -24
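controls = amphotericin B 10 µg/mL, positive | assay system = DeaD yeast strain BB579 | schedule = 48 h compound exposure at 30 °C after 4 h preincubation | detection = OD615 turbidity measurement | medium = restrictive CSMM-D medium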
HCT116 bCat-KO: primary screen for growth suppressors in beta-catenin knockout HCT116 cells (colon tumor, human); HCT116 beta-catenin knockout viability, CellTiter-Glo, 60 h; stronger effect = lower value; viability, % at 10 µM; actives 1.5% (n = 140,000); AID 818, 2007;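 active = viability at or under a set limit, the compound median less 4 SD, cut at about 6% in these data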;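 also: 0% = Hyamine 1622 control at 20 µM and 100% = untreated cell control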
Phagocytosis inh: inhibitors of macrophage phagocytosis, primary screen, imaging, J774A.1 cells, IgG beads | J774A.1 macrophage IgG-bead phagocytosis | inhibition, % at 5 µM | actives 0.07% (n = 110,000) | AID 1029, 2008;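 active = inhibition above the mean of the plate negative controls plus 5 SD, cut at about 13% in these data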;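 also: phagocytic index as fraction of beads internalized from green versus red external bead signal; plate controls were DMSO negative control for no effect and cytochalasin-D positive control for full effect; some results beyond the cut were filed as inactive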
HCT116 PTEN-null: growth suppression of PTEN-null HCT116, primary screen, cell-based, CellTiter-Glo; HCT116 PTEN-null viability, 60 h; stronger effect = lower value; viability, % at 10 µM; actives 1.2% (n = 140,000); AID 827, 2007;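 active = viability at or below a set limit, 4 SD under the median of all tested compounds, cut at about 3.7% in these data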;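 also: PTEN knockout HCT116 line with beta catenin targeted HCT116 as companion control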
MRP1 act: H69AR viability gain despite doxorubicin, primary screen, MRP-1 activator project, H69AR cells, CellTiter-Glo; viability rescue; viability increase, % at 10 µM; actives 0.61% (n = 140,000); AID 799, 2007;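 active = viability gain under doxorubicin at or above a set limit, the compound median plus 3 SD, cut at about 4.7% in these data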;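 also: MRP-1 overexpressing cells given doxorubicin 25 µM after compound pretreatment; 18-22 h compound pretreatment then 72 h with doxorubicin before readout; 0% = doxorubicin-only wells and 100% = vehicle-treated cells without doxorubicin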
* hit, by the source's call; / = no result given.

SMILES	E-sel TNF inh	NPY Y2 blocker	Measles CPE	GALR2 antag	Yeast life ext	Yeast growth inh	HCT116 bCat-KO	Phagocytosis inh	HCT116 PTEN-null	MRP1 act
COc1cccc(C2=NC(C)(C)NC(c3ccccc3O)C2)c1 (centres undefined)	9	2	7	2	-15	-37	11	1	19	-5.4
CCOc1ccc(NC(=O)c2cn(-c3ccc(OCC)cc3)c(=O)c3cc(OC)c(OC)cc23)cc1	-18	4	16	-2	0	-35	101	3	95	1.2
C/C(CC(=O)NCCCN1CCOCC1)=N\NC(=O)COc1cccc2ccccc12	-3	2	5	-7	-8	-17	78	4	89	-2.3
O=C(CSc1nnc(Nc2ccccc2)s1)Nc1ccc(S(=O)(=O)N2CCOCC2)cc1	14	1	3	-10	-8	-9	53	-1	56	-1.8
CC1(C)CC(=O)C2=C(C1)N(c1ccc(F)cc1)C(=O)C2(NC(=O)c1ccccc1F)C(F)(F)F (centres undefined)	/	-2	21	6	3	11	90	-2	95	-0.1
O=C(CSc1ncnc2nc[nH]c12)N1CCOCC1	7	4	8	5	-4	30	89	-1	104	0.2
CCCCOC(=O)C1=C(C)Nc2ncnn2C1c1ccc(OC)c(OC)c1 (centres undefined)	/	5	18	-13	-3	-39	94	-3	91	-2.2
Oc1ccc2c(c1)oc1cc(O)ccc12	1	2	9	1	-18	-19	83	-1	97	-2.3
Clc1ccc(SCCCCn2cncn2)cc1	3	4	4	-1	-8	-44	99	1	99	-0.7
FC(F)(F)c1cccc(N2CCN(CC3CC4C=CC3C4)CC2)c1 (centres undefined)	-9	10	0	-5	-22	-14	84	/	88	-1.5
CC(=O)N(Cc1cc2cc(C)c(C)cc2n2nnnc12)CC1COCCO1 (centres undefined)	-16	-1	/	1	-14	-40	96	-1	105	-1.2
COc1ccccc1NC(=O)CSc1nnc(C)o1	/	2	5	3	-15	-34	104	-1	100	0.7
Cc1cc(C)c(C(=O)OCCNC(=O)c2cccnc2)cc1C	-2	-1	4	-3	-9	-15	99	2	95	-0.4
CN(C)c1ccc(NC(=O)CSCc2nc3c(nnn3Cc3ccc(F)cc3)c(=O)[nH]2)cc1	-34	5	9	8	-3	-77	96	-5	113	0.5
CC(=O)c1cc(C#N)c(SCc2ccccc2)nc1C	15	3	17	-10	-2	-21	83	0	77	-2.2
COc1cccc(CN2CCN(C(=O)c3cccc4ccccc34)CC2)c1OC	-4	0	31	10	-8	15	99	0	87	-1.1
CCOC(=O)C1=C(N)n2c(s/c(=C\c3ccco3)c2=O)=C(C(=O)OC(C)C)C1c1ccco1 (centres undefined)	-1	2	11	-2	1	-25	70	/	61	-1.9
CCN1CCN(CC(=O)NC2CCCCC2)C(=O)C1=O	/	0	23	-2	-3	8	94	/	108	0.4
CCOc1ccc(C(=O)NCc2ccco2)cc1	-9	-1	3	8	-15	-37	107	1	104	-1.8
Cc1ccc(NC(=O)c2cccc(S(=O)(=O)N(C)c3ccccc3)c2)cc1S(=O)(=O)N1CCOCC1	/	2	22	3	-1	-25	60	-9	63	-0.1
Clc1ccc2c(c1)[C@H]1OCC[C@H]1[C@@H](c1ccco1)N2	10	9	31	27	-8	-18	76	/	74	-4.5
COc1cc(-c2cc(C(=O)O)c3cc4c(cc3n2)OCCO4)cc(OC)c1OC	8	3	13	-4	-15	-27	99	/	111	-0.6
Cc1cc(NC(=O)C2CCCN(S(=O)(=O)c3c(C)noc3C)C2)n[nH]1 (centres undefined)	/	1	13	-6	-10	-14	87	0	81	-2.8
CCn1cc(SCC(=O)N2CCOCC2)c2ccccc21	/	2	1	0	-8	-16	95	0	99	-1.3
O=C(Nc1cccc(C(F)(F)F)c1)C1C2CC3OC(=O)C1C3C2 (centres undefined)	4	4	8	-2	-4	-27	98	2	96	-0.7
Cc1ccc(Nc2nc(N)nc(CN3CCN(C)CC3)n2)cc1C	1	-2	11	-3	-6	-7	99	-2	107	-3.2
CCOC(=O)c1[nH]cnc1N=Nc1c(O)ccc2ccccc12	-4	-4	2	8	-1	-45	9	-3	8	-2.5
C=CCn1c(SCc2nc3ccccc3[nH]2)nnc1-c1ccncc1	/	1	31	7	-14	-18	95	-3	93	-1.4
COc1ccc(COCC(O)CN2CC(C)OC(C)C2)cc1OC (centres undefined)	-3	2	3	7	-2	7	92	-1	105	0.9
COc1ccc(CC(=O)Nc2ccccc2C(=O)N2CCOCC2)cc1	/	2	1	-8	1	-6	87	-9	91	-2.8
CCN1CCN(c2ncc(C(=O)Nc3cc(Cl)ccc3OC)c3ccccc23)CC1	-68	7	9	-1	-9	-58	32	-1	36	-2.8
Cc1ccc(S(=O)(=O)N2CCC(CN3C(=O)c4cccc5cccc(c45)C3=O)CC2)cc1	-27	2	4	-9	-13	-47	98	0	78	-3.1
COc1ccc(C(=O)N/N=C/c2cccc3cccnc23)cc1	-9	4	6	13	-12	-5	4.9*	/	6	-1.6
CC(C)=C(NC(=O)c1ccccc1)C(=O)NCCCC(=O)O	-4	0	4	6	-16	-1	94	3	102	-2.3
CC1CCN(C(=O)CCc2ccc(S(=O)(=O)NC(C)(C)C)cc2)CC1	24	-2	13	-2	-5	0	94	-1	95	-2.3
O=C(NNc1cccc(Cl)c1)c1cccnc1Cl	/	4	7	14	3	-19	102	2	91	-1.9
COc1cc(-c2nc3cnccc3n2C)cc(OC)c1OC	14	-2	2	-3	-9	-21	103	0	99	-0.8
CCOC(=O)c1cccc(P(C)(C)=O)c1	/	1	/	4	3	-25	85	-4	83	2.4
Cc1occc1C(=O)Nc1cccnc1	-27	3	17	-3	-16	13	92	0	84	-2.8
Cc1ccccc1NC(c1cccc(Cl)c1)c1nnnn1C1CCCCC1 (centres undefined)	13	5	27	8	7	-36	103	-8	103	-1.7
Cc1ccc(S(=O)(=O)N(C)Cc2nc(-c3ccccn3)no2)cc1	-14	1	2	-4	-4	-18	88	-2	90	-1.1
CCC(=O)N(C)/C=C1\Sc2ccccc2C1=O	-3	-2	2	16	-32	-21	78	/	101	-3.0
CCCCOC(=O)C1CCC[C@@H](C)N1 (some centres undefined)	7	4	15	3	0	-4	110	3	103	-0.7
CC(=O)Oc1ccccc1C(=O)Oc1ccc(/C=N/n2cnnc2)cc1	19	-2	4	10	-6	-40	96	0	101	0.2
C/C(=N\NC(=O)OC(C)(C)C)c1cccc([N+](=O)[O-])c1	-2	0	11	13	0	-17	90	-7	100	0.4
COc1cc(OC)cc(-c2nc3ccccc3c(=O)n2OC(=O)c2ccc(C)c(C)c2)c1	2	-1	19	16	64*	-37	81	-14	59	-3.4
CC(=O)c1ccc(OCCCC(=O)OCC(=O)N2CCN(c3ccccc3)CC2)cc1	-3	3	2	13	-23	-30	105	0	84	-2.4

Single entries from above:
NPY Y2 blocker result of COc1cc(-c2cc(C(=O)O)c3cc4c(cc3n2)OCCO4)cc(OC)c1OC = 3
E-sel TNF inh result of Clc1ccc2c(c1)[C@H]1OCC[C@H]1[C@@H](c1ccco1)N2 = 10

For convenience, part of the list above.
SMILES	E-sel TNF inh	NPY Y2 blocker	Measles CPE	GALR2 antag	Yeast life ext	Yeast growth inh	HCT116 bCat-KO	Phagocytosis inh	HCT116 PTEN-null	MRP1 act
Cc1ccc(S(=O)(=O)N2CCC(CN3C(=O)c4cccc5cccc(c45)C3=O)CC2)cc1	-27	2	4	-9	-13	-47	98	0	78	-3.1
COc1ccc(C(=O)N/N=C/c2cccc3cccnc23)cc1	-9	4	6	13	-12	-5	4.9*	/	6	-1.6
CC(C)=C(NC(=O)c1ccccc1)C(=O)NCCCC(=O)O	-4	0	4	6	-16	-1	94	3	102	-2.3
CC1CCN(C(=O)CCc2ccc(S(=O)(=O)NC(C)(C)C)cc2)CC1	24	-2	13	-2	-5	0	94	-1	95	-2.3
O=C(NNc1cccc(Cl)c1)c1cccnc1Cl	/	4	7	14	3	-19	102	2	91	-1.9
COc1cc(-c2nc3cnccc3n2C)cc(OC)c1OC	14	-2	2	-3	-9	-21	103	0	99	-0.8
CCOC(=O)c1cccc(P(C)(C)=O)c1	/	1	/	4	3	-25	85	-4	83	2.4
Cc1occc1C(=O)Nc1cccnc1	-27	3	17	-3	-16	13	92	0	84	-2.8
Cc1ccccc1NC(c1cccc(Cl)c1)c1nnnn1C1CCCCC1 (centres undefined)	13	5	27	8	7	-36	103	-8	103	-1.7
Cc1ccc(S(=O)(=O)N(C)Cc2nc(-c3ccccn3)no2)cc1	-14	1	2	-4	-4	-18	88	-2	90	-1.1
CCC(=O)N(C)/C=C1\Sc2ccccc2C1=O	-3	-2	2	16	-32	-21	78	/	101	-3.0
CCCCOC(=O)C1CCC[C@@H](C)N1 (some centres undefined)	7	4	15	3	0	-4	110	3	103	-0.7
CC(=O)Oc1ccccc1C(=O)Oc1ccc(/C=N/n2cnnc2)cc1	19	-2	4	10	-6	-40	96	0	101	0.2
C/C(=N\NC(=O)OC(C)(C)C)c1cccc([N+](=O)[O-])c1	-2	0	11	13	0	-17	90	-7	100	0.4
COc1cc(OC)cc(-c2nc3ccccc3c(=O)n2OC(=O)c2ccc(C)c(C)c2)c1	2	-1	19	16	64*	-37	81	-14	59	-3.4
CC(=O)c1ccc(OCCCC(=O)OCC(=O)N2CCN(c3ccccc3)CC2)cc1	-3	3	2	13	-23	-30	105	0	84	-2.4

Source: PubChem
